GALK inh = blocks human galactokinase activity; P51570; 270,000 tested, 0.007% active; Potency, µM (series often up to 57.5 µM), without a hit: at the highest dose activity change, negative = inhibition, actives largely listed as inhibitors; AID 1868; Purified GALK, Kinase-Glo residual ATP luminescence; note: potency is the fitted concentration of half-maximal effect
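ATP-depletion format; final 35 uM ATP, 100 uM D-galactose, 5 nM enzyme; pH 8.0 HEPES/Mg2+ buffer; 60 min RT; luminescence read 10 min after detection reagent.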
Chronic BCR inh = blocks chronic active B-cell receptor signaling. Potency, µM (highest dose often 46.1 µM), for the others: at the highest dose ratio change, negative = lower green/red ratio, actives largely listed as inhibitors. 340,000 tested, 0.05% active. AID 493014. ABC-DLBCL IkBa-CBG/CBR reporter, luminescence ratio, 4 h; active = well fitted inhibition curve with a large enough effect in the signal ratio, with a control signal flat, not every such curve was filed as active; inconclusive = small, poorly fitted or top-dose-only effect, or effect the other way, or a change in a side signal; the % refers to the signal ratio;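 note: potency is the fitted concentration of half-maximal effect; plate controls were basal doxycycline-induced cells for no effect and cells given 10 µM MG132 for full effect; MG132 reads +100%, hits lower the ratio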
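Compounds up to 46 uM were incubated four hours with TMD8 cells whose green CBG68 luciferase is fused to IkappaBalpha; red CBR luminescence normalised the signal, and concentration-effect curves were fitted to fusion, red and ratio data.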
uPA surface inh = cell surface uPA generation inhibition; cell surface uPA generation assay, qHTS; Potency, µM (titrated, usually from 38.3 µM), without a hit: top-dose activity change, negative = inhibition, usual class: inhibitors; 330,000 tested, 0.31% active; AID 540303; active = well fitted inhibition curve with a large enough effect; inconclusive = small, poorly fitted or top-dose-only effect; inactive = no such curve, though single readings can be large or run the other way; tested in mouse RAW 264.7 cells; note: potency is the fitted concentration of half-maximal effect; nearly all actives have a fitted effect of over 55% in size
B2AR arrestin = agonists driving beta-arrestin recruitment to human beta2-adrenergic receptor; Potency, µM (titrated, usually from 46.1 µM), for inactives: at the top dose activation, hits mostly activators; P07550; AID 492947; 330,000 tested, 0.02% active; beta-arrestin recruitment to beta2AR, cell-based reporter;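 note: potency is the fitted concentration of half-maximal effect; 0% = DMSO controls and full agonism = EC100 isoproterenol or metaproterenol; nearly all actives have a fitted effect of over 65% in size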
PKM2 activator = increases activity of human pyruvate kinase M2 | P14618 | purified PKM2, Kinase-Glo ATP luminescence, activation; response scale: 0% is enzyme alone, no compound | Potency, µM (highest dose often 57.5 µM), for inactives: top-dose activation, usual class: activators | 260,000 tested, 0.34% active | AID 1631; note: potency is the fitted concentration of half-maximal effect; nearly all actives have a fitted effect of over 55% in size
Target sequence (P14618 whole entry, looked up): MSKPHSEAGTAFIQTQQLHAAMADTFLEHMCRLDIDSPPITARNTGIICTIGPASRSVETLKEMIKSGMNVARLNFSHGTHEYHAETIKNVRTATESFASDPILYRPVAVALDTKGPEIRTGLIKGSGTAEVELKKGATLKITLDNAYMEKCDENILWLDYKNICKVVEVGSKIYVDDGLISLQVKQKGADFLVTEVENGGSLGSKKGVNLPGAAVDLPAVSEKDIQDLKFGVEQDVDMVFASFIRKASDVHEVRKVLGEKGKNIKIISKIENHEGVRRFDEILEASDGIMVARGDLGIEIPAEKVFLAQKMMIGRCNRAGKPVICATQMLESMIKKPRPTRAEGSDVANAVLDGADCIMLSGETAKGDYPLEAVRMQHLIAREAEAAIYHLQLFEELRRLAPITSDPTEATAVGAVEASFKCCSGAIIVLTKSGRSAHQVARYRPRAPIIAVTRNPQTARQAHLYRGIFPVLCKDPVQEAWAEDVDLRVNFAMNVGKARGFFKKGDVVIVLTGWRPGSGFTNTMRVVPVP
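hPK-M2, >95% pure; 0.1 mM ADP / 0.5 mM PEP final; imidazole pH7.2 buffer w/ 7 mM MgCl2, 50 mM KCl; 1 h RT; Kinase-Glo lum. Intermediate enzyme activity for dual inhibitor/activator qHTS.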
hERG WT inh = inhibitors of human wildtype KCNH2 potassium channel. 340,000 tested, 0.37% active. activity change, % at 1.84 µM. U2OS, BacMam KCNH2, thallium flux FluxOr; stronger effect = lower value. Q12809;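 active = maximum activity change below -70%; inconclusive = maximum activity change between -70% and -50%; inactive = maximum activity change above -50%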
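U2OS cells transduced with wild-type KCNH2 virus are loaded with FluxOr dye for 45 min, and thallium flux is measured in kinetic reads before and after stimulation buffer. Rate constants are normalized to DMSO controls.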
Giardia killer = Giardia lamblia killing. Giardia lamblia trophozoite viability. activity change, % at 7.66 µM, hits read low. 340,000 tested, 0.15% active. AID 540267; in the data active = activity change below about -80%; inconclusive = between about -30% and that limit;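 note: parasites exposed to compound for two days anaerobically before the ATP read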
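Viability, read as ATP luminescence: trophozoites at 100 cells/well, compound added, 48 hrs anaerobic at 37 deg C, then 15-30 min room-temperature development before reading.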
KCNH2 3.1 block = inhibitors of human KCNH2 3.1 potassium channel isoform; 340,000 tested, 0.95% active; U2OS KCNH2 3.1, thallium flux FluxOr; stronger effect = lower value; activity change, % (tested at about 1.8 µM); AID 720553;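 active = maximum activity change below -70%; inconclusive = maximum activity change from -70% to -50%; inactive = maximum activity change above -50%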;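 note: thallium influx rate constant from kinetic fluorescence after stimulation buffer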
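Kinetic fluorescence (2 min after stimulation buffer) measures Tl+ influx through KCNH2 3.1 expressed by viral transduction in U2OS cells; the rate constant is normalized against DMSO controls serving as positive and negative references.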
USP2a block = blocks human ubiquitin-specific protease USP2a. 330,000 tested, 0.01% active. O75604. USP2 core, Ub-CHOP2 coupled fluorogenic reporter, 485/531. Potency, µM (top dose mostly 38.3 µM), without a hit: top-dose activity change, negative = inhibition, most hits filed as inhibitors;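 note: potency is the fitted concentration of half-maximal effect; plate controls were DMSO wells for no effect and full inhibition by NEM control for full effect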
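Deubiquitinase activity read as fluorescence (485/531 nm) after Ub-CHOP2 cleavage activates the enterokinase reporter on its substrate; USP2 core 10nM, Ub-CHOP2 and substrate 25nM each, 30min compound preincubation then 60min RT; data normalized to NEM, curves fitted.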
Eya2 inh = blocks the phosphatase activity of human Eya2. 330,000 tested, 0.006% active. Potency, µM (titrated, usually from 76.9 µM), inactives show top-dose activity, negative = inhibition, hits mostly inhibitors. AID 488837. recombinant Eya2, OMFP fluorescence dephosphorylation (OMFP is methylfluorescein phosphate). O00167; note: potency is the fitted concentration of half-maximal effect
Target sequence (O00167 whole entry, looked up): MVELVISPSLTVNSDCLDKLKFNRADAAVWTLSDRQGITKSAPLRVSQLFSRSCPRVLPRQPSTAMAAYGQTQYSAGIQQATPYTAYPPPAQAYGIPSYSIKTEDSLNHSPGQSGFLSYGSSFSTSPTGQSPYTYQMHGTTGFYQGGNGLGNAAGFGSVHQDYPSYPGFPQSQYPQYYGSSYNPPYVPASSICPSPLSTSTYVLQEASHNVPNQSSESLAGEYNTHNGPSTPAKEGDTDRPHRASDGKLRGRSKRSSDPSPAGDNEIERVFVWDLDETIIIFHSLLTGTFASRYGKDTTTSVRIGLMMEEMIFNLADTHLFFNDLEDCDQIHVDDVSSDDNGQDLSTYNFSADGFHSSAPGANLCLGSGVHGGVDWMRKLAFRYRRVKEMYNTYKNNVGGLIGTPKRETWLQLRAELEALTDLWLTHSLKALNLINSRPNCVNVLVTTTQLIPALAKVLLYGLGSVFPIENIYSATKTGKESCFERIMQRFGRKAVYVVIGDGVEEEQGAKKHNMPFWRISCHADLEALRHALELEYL
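Eya2 (0.2 uM) preincubated 10 min at ambient with compound, then OMFP substrate added at 50 uM; 10 min reaction in 50 mM HEPES pH 7.5, 50 mM NaCl, 5 uM MgCl2, 0.05% BSA, 1 mM DTT. Fluorescence read at Ex 485/Em 525 nm.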
FBPA coupling cs = inhibits coupling enzyme system, counter-screen for aldolase hits; AID 2472; 290,000 tested, 0.67% active; coupling enzyme system counterscreen, AmpLite Red fluorescence; activity change, negative = inhibition, % at 58.2 µM, hits read low; in the data active = activity change below about -30%
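Fluorescence at 525 nm excitation and 598 nm emission measured inhibition of the coupled detection system without aldolase. Compounds (at 57.5 uM final) were preincubated 10 min at room temperature with coupling enzyme reagent before a 20 min substrate/AmpLite Red step.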
An asterisk follows results filed as active; ? = inconclusive; / = not tested or not shown; [ ] = dose if it differs, or a comment. Unless noted, calls come from the whole dose curve; as a rule, active = well fitted curve in the direction sought with a large enough effect; inconclusive = small, poorly fitted or top-dose-only effect, or another doubt; inactive = no such curve, though single readings can be large; an effect the other way counts as inactive or inconclusive. Unless noted, % is set by controls: 0 for no effect and ±100 for the full control effect.

SMILES	GALK inh	Chronic BCR inh	uPA surface inh	B2AR arrestin	PKM2 activator	hERG WT inh	Giardia killer	KCNH2 3.1 block	USP2a block	Eya2 inh	FBPA coupling cs
COc1ccc2oc(C(=O)OCC(=O)N3CC(C)CC(C)C3)c(C)c2c1 (stereo not given)	/	?	-12%	-0.1%	/	13	-11	-13	-1%	17%	/
COc1ccc(OC)c(N/C(C)=C/C(=O)c2ccc(Br)cc2)c1	9%	1%	3%	0.4%	-1%	2	29	-5	-6%	-14%	1
COC(=O)c1ccc(N2CCOCC2)c(NC(=O)c2ccc(Br)o2)c1	6%	-2%	10%	-0.2%	-1%	-6	1	-2	2%	1%	/
Cc1ccccc1OCCC(=O)Nc1ccccc1C(=O)N1CCCCC1	/	3%	4%	0.1%	/	-3	-14	-17	3%	19%	/
COc1cc(C)c2occ(/C(C)=N\O)c2c1	7%	-6%	-5%	0.0%	1%	-2	-7	-7	-1%	-4%	0
O=C(N/N=C/c1ccccc1Cl)c1nc2ccc([N+](=O)[O-])cc2c(=O)[nH]1	-1%	0%	5%	-0.1%	1%	/	-24	9	2%	8%	-1
O=C(CCN1CCN(S(=O)(=O)c2cccc([N+](=O)[O-])c2)CC1)Nc1ccccc1F	-3%	?	0%	0.5%	/	18	17	-3	0%	0%	/
COCCn1nnnc1C(c1ccc(OC)c(OC)c1)N1CCc2ccccc21 (stereo not given)	-3%	-3%	-5%	-1.1%	3%	1	-7	-4	-1%	-6%	3
CC(C)(C)[C@H]1COC(=O)[C@H](Cc2ccc(F)cc2)CC/C=C/C[C@@H](CC(=O)N[C@H](CO)Cc2ccccc2)C(=O)N1	/	2%	12%	-0.5%	/	2	-23	-1	1%	10%	/
CCCc1ccc(-c2cc(C(=O)Nc3ccc([N+](=O)[O-])cn3)c3ccccc3n2)cc1	1%	10%	0%	-0.5%	2%	19	-15	-23	1%	-8%	2
COc1cc(NC(=O)CCN2CCN(C/C=C/c3ccccc3)CC2)cc(OC)c1	-1%	?	-10%	0.2%	0%[11.5 µM]	28	0	-38	-3%	-6%	4
CC1(C)Cc2c(sc(NC(=O)C(=O)N3CCCCC3)c2C(=O)O)CO1	7%	?	-12%	0.3%	/	22	33[activator]	-6	0%	-5%	/
COCCNC(=O)CNC(=O)c1nn(-c2ccc(OC)c(Cl)c2)c(=O)c2ccccc12	4%	-6%	2%	-0.3%	11%	4	0	14	-2%	-3%	-8
COc1cccc(C(=O)O/N=C(\N)Cc2ccc(Cl)cc2)c1	-1%	5%	-4%	0.2%	-1%	-3	8	6	3%	-6%	-2
O=C(COc1ccc2c(c1)CCC2)N1CCc2ccccc21	0%	?	-5%	-0.6%	1%	-10	-9	-5	2%	-4%[15.4 µM]	-2
C/C(=N\Nc1ccc(S(N)(=O)=O)cc1[N+](=O)[O-])c1ccccc1O	-9%	22%	2%	0.1%	22%	1	-5	17	-1%	-7%	-1
CC(=O)N1c2ccc(S(=O)(=O)NCC3CCC(C(=O)NC4CCCCC4C)CC3)cc2CC1C (stereo not given)	-2%	1%	-3%	0.0%	/	2	-15	7	0%	2%	3
O=C(C1CCCN(S(=O)(=O)c2cccs2)C1)N1CCC(N2CCCCC2)CC1 (stereo not given)	1%	-11%	20%	-0.2%	-1%	-1	20	4	2%	-1%	2
CC(=O)N(c1ccccc1)C1CCCC1	1%	5%	-1%	-1.1%	9%	-5	4	8	0%	-2%	1
Cc1nnc2n1N=C(c1ccc3c(c1)NC(=O)CO3)CS2	-1%	-14%	-1%	0.0%	-7%	-24	-16	12	1%	9%	-2
COc1cc(OC)c(C(=O)NNC(=S)NC2CCCCC2)cc1OC	2%	-2%	1%	0.0%	-1%	1	8	6	0%	6%	-1
CC(NS(=O)(=O)c1ccc(Br)cc1)c1ccccc1 (stereo not given)	-4%	-2%	-1%	-0.9%	0%	3	-11	-4	-2%	-20%	0
COc1cc(C(=O)NCc2cccnc2)ccc1OCC(=O)Nc1cccc(C(F)(F)F)c1	/	-2%	-3%	-0.5%	/	14	19	-1	-3%	-15%	/
CCCNC(=S)NC1CCCC1	3%	6%	/	-1.1%	-2%	-6	-11	-10	2%	8%	6
Cc1cccc(N2C(=O)CC(Sc3nnc(C)s3)C2=O)c1 (stereo not given)	-2%	?	-2%	0.4%	-2%	1	?	14	-1%	8%	-6
CCOc1cc(C(=O)Nc2ccc(C)cc2C)ccc1OCC(=O)N1CCCCC1	5%	-4%	-2%	-0.4%	-2%	-3	0	-2	6%	-3%	2
CCOC(=O)[C@H]1[C@H]2COc3ccc(Cl)cc3[C@@H]2N2C(=O)c3cc(OC)ccc3NC(=O)[C@@]12C	/	?	-16%	0.8%	/	-4	-5	-16	3%	-26%	/
COc1ccc(NCc2ccc(OC)c(Cn3ccnc3)c2)c(OC)c1	-2%	-1%	-12%	0.1%	/	22	0	6	2%	-5%	-4
COc1ccc(OC)c(C2C(C(C)=O)=C(O)C(=O)N2CCC(=O)O)c1 (stereo not given)	0%	0%	-1%	0.3%	-5%	5	8	-3	-1%	-22%	5
CCC1CCCCN1C(=O)COC(=O)c1cc(C)nc2ccccc12 (stereo not given)	/	-4%	3%	-0.2%	/	11	8	3	2%	-2%	/
COc1ccc(CCNC(=O)CCNC(=O)c2ccccc2Cl)cc1	-1%	2%	/	-0.5%	0%	-1	-3	-15	-1%	-7%	1
O=C(CS(=O)(=O)c1ccc(F)cc1)N1CCOCC1	0%	3%	-3%	0.4%	-8%	-5	3	-5	2%	-2%	/
COc1ccc(Nc2nnc(-c3ccc(O)cc3)c3ccccc23)cc1	-5%	?	?	0.6%	3%	-6	13	-3	-2%	5%	-9
COc1ccc(CC(=O)N2CCN(c3ccc(F)cc3)CC2)cc1	8%	-11%	1%	-0.3%	-2%[11.5 µM]	5	13	-4	-3%	6%	-2
Cc1cc(C(=O)OCC(=O)Nc2ccc(F)cc2)c(C)o1	-1%	-18%	1%	-0.2%	-4%	10	-24	5	2%	8%	-1
CC(C)(C)N1C(=O)c2ccc(C(=O)O)cc2C1=O	-3%	5%	-3%	0.0%	-1%	-2	-11	1	-1%	16%	4
O=C1c2ccccc2CC1(Cc1ccccc1)Cc1ccccc1	0%	15%	-3%	-0.1%	-3%	-7	2	3	3%	-1%	-1
CC1CC(C)CN(C(=O)CCCn2c(=O)c3cccn3c3cccnc32)C1 (stereo not given)	-1%	2%	15%	0.3%	/	26	1	-9	2%	2%	/
COc1cccc(CNC(=O)COC(=O)/C(C#N)=C/c2ccc(N(C)C)cc2)c1	/	2%	-7%	0.4%	/	-3	6	-19	3%	0%	/
COc1cc(NC(=O)CSc2nnc3ccc(-c4cccnc4)nn23)cc(OC)c1	/	0%	0%	0.2%	/	-4	0	10	4%	17%	/
CCC(CO)Oc1cc(NC(=O)c2ccc(Cl)cc2)c2ncn(C(C)C)c2c1 (stereo not given)	/	?	25%	0.1%	/	8	6	10	2%	5%	/
CN(C(=O)Cn1cc([N+](=O)[O-])ccc1=O)C1CCCCC1	/	2%	1%	0.0%	/	0	?	-4	-1%	23%	/
CC(=O)c1cccc(NC(=O)c2cc(C)nn2-c2ccccc2)c1	5%	?	19%	0.0%	/	0	-19	-4	-7%	-2%	7
CCOC(=O)C1=C(C)C(c2ccccc2OC)NC(=O)N1 (stereo not given)	1%	/	-2%	/	-2%	3	-7	27	/	/	4
Cc1cc(NC(=O)CSc2ccc3nnc(-c4cccs4)n3n2)no1	2%	-19%	4%	0.1%	?	-6	-3	10	3%	21%	1
Cc1ccc2c(c1)N(CC(=O)NC1CCCC1)C(=O)CO2	5%	-9%	-2%	-0.7%	/	0	-4	6	1%	-8%	-1
Cc1ccc(NS(=O)(=O)c2cc(C(=O)N3CCOCC3)ccc2C)cc1C	-1%	4%	1%	-1.1%	-1%	14	-13	-11	0%	21%	-1
CC(=O)Nc1cccc(C(=O)/C=C/c2ccc(Br)cc2)c1	-5%	?	-7%	-0.2%	-2%	-1	19	6	3%	-6%	-3
Cc1ccnc(NS(=O)(=O)c2ccc(NS(=O)(=O)c3ccc([N+](=O)[O-])cc3)cc2)n1	4%	2%	-1%	0.1%	/	1	8	29	0%	16%	1
Cc1cc(C)n2nc(-c3ccco3)nc2n1	1%	9%	-1%	-0.9%	1%	-27	-1	4	1%	14%	4
CC(Sc1nc(N2CCOCC2)c2c(c1C#N)CC(C)(C)OC2)C(=O)O (stereo not given)	4%	?	-4%	0.2%	/	-2	8	-3	4%	-3%	5

Compound activity: PubChem BioAssay, National Center for Advancing Translational Sciences (NCATS)
